# Screening results deposited in PubChem BioAssay by several laboratories.
# CatS inh: inhibitors of human cathepsin S; P25774; recombinant cathepsin S, AMC dipeptide fluorescence, pooled mixtures; inhibition, %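 (tested at 5 µM per compound within 10-compound mixtures)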; hit rate 0.06% among 62,000; in the data active means inhibition above about 32%, passing the limit was not always enough;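 further: 0% = enzyme without compound and 100% = blank without enzyme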
# C1s inh: human complement C1s inhibition; purified C1s, fluorogenic AMC substrate, pooled mixtures; hit rate 0.16% among 62,000; AID 538; P09871; mean inhibition % of two 10-compound mixtures (stronger effect = higher value), % at 5 µM (by protocol);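 active means inhibition above 20% in each of the two 10-compound mixture wells holding the compound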;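 further: 0% = enzyme wells lacking compound mixture and 100% = no-enzyme blank wells; some compounds called inactive have numbers as strong as hits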
# PKA kinase inh: PKA (human) kinase inhibition; P17612; hit rate 0.1% among 65,000; inhibition, % at 6 µM; AID 524; PKA Kemptide phosphorylation, Kinase-Glo ATP luminescence;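 active means inhibition above the screen-wide mean inhibition plus 3 SD, cut at about 21% in these data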; further: many of its hits are not listed in these tables
# ROCK2 inh: blocks human Rho kinase 2 activity. O75116. purified ROCK2, Kinase-Glo ATP depletion luminescence. inhibition, % at 6 µM. hit rate 0.35% among 60,000. AID 604;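 active means inhibition above the screen-wide mean inhibition plus 3 SD, cut at about 18% in these data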;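 further: plate controls were DMSO wells for no effect and Y-27632 control wells after no-enzyme background subtraction for full effect; many of its hits are not listed in these tables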
# CatB inh: blocks human cathepsin B protease activity; P07858; purified cathepsin B, fluorogenic substrate, fluorescence; inhibition, %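 (tested at 10 µM)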; hit rate 0.1% among 63,000; in the data active means inhibition above about 21%;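 further: 0% = enzyme with no compound and 100% = no enzyme blank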
# Her2 expr inh: Her2 kinase expression inhibition; P04626; SKBR-3 HER2 protein level, AlphaScreen, 18-24 h; stronger effect = lower value; HER2 level % of control, % at 10 µM; hit rate 0.69% among 65,000; AID 645;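 active means HER2 level under 5% of the carrier-only control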;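 further: 100% = DMSO carrier and 0% = 500 nM PU-H71 HSP90 inhibitor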
# CatB mixtures: human cathepsin B inhibition by mixtures; P07858; Purified cathepsin B, AMC dipeptide fluorescence, compound mixtures; inhibition, %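 (ten-compound pools at 5 µM per compound and 50 µM total)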; hit rate 0.06% among 62,000; in the data active means inhibition above about 22%, passing the limit was not always enough;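 further: 0% = enzyme without compound and 100% = no enzyme blank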
# CatL block: inhibitors of human cathepsin L; P07711; purified cathepsin L, fluorogenic substrate, fluorescence; inhibition, %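 (tested at 10 µM)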; hit rate 0.17% among 58,000; AID 460; in the data active means inhibition above about 45%;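 further: 0% = enzyme with no compound and 100% = no enzyme blank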
# CatG inh: inhibitors of human cathepsin G. inhibition, % at 5 µM (by protocol). purified enzyme, AMC-tetrapeptide fluorescence, pooled mixtures. AID 581. hit rate 0.2% among 62,000. P08311;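 active means inhibition above 20% in each of the two mixture wells holding the compound; inactive means inhibition of 20% or less in either well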;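 further: 0% = enzyme control without mixture and 100% = blank lacking enzyme; strong numbers were not always called active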
# Active calls of the source: *; nt = no result given.
SMILES,CatS inh,C1s inh,PKA kinase inh,ROCK2 inh,CatB inh,Her2 expr inh,CatB mixtures,CatL block,CatG inh
O=C(CN1CCN(c2ccc(Cl)cc2)CC1)c1ccc2c(c1)OCO2,23,-9,-2,0,2,63,0,3,-3
O=c1oc2c(CN3CCCCCC3)c(O)ccc2cc1-c1nc2ccccc2[nH]1,-9,-47,5,-1,-8,59,-3,-142,-14
CCC(C(=O)N1CCN(c2cccc(Cl)c2)CC1)c1ccccc1 (stereo not given),5,3,-3,4,1,62,5,13,1
O=[n+]1c2c(n([O-])c3cc(F)c(F)cc31)CCCC2,-2,-5,8,7,0,115,4,-3,4
Cc1nc2ccc(S(=O)(=O)N(C)CC(=O)NCc3ccc4c(c3)OCO4)cc2s1,1,-5,10,5,3,100,0,3,6
Cc1ccc(S(=O)(=O)N2CCC(C(=O)N3CCC[C@H]3C(=O)NCc3ccccc3)CC2)cc1,-12,16,-9,-7,5,116,9,-3,13
CCOc1cc(CN2CCOCC2)cc(C(C)=O)c1,-3,-30,1,-6,-4,103,0,2,6
CCCCN1C(=O)c2ccc(C(=O)NC3=NCCS3)cc2C1=O,-5,-20,7,6,-2,76,4,4,-5
O=C(Nc1ccccc1)C1=C(O)CC(c2ccco2)CC1=Nc1ccccc1 (stereo not given),2,-5,7,5,3,65,9,0,11
CC(C)(C)c1cc(C(=O)O)c(CN2CCCCC2)o1,6,0,2,7,-3,75,8,7,1
CCOC(=O)C1=C(C)Nc2nc(SC)nn2C1c1ccc(C(=O)OC)cc1 (stereo not given),0,14,6,7,2,90,2,-6,10
Cc1nc(C)c(C(=O)C2=C(O)C(=O)N(CCN3CCOCC3)C2c2ccco2)s1 (stereo not given),-7,5,6,2,-1,75,9,1,7
COc1ccc(-c2cc(NCc3ccccn3)n3ncnc3n2)cc1,-1,12,-1,nt,6,95,5,nt,6
Cc1nnc2sc(-c3ccc(NC(=O)c4ccc(-c5ccc(Br)cc5)o4)cc3)nn12,-3,-9,2,-1,-3,145,0,-5,5
COc1ccccc1C(=O)Nc1ccc(C(=O)O)cc1,20,8,-2,2,4,106,4,12,14
Cc1nnc2sc(-c3ccncc3)nn12,2,8,6,12,-1,77,0,18,-3
O=C(NCc1ccccc1)N1CCn2c(nc3ccccc32)C1,-1,3,13,11,1,65,-8,-4,8
CCc1nnc(NC(=O)C2CCN(S(=O)(=O)Cc3ccccc3)CC2)s1,17,-10,4,nt,6,101,2,nt,1
COc1ccccc1CNc1nc2nc(C)c(Cl)c(=O)n2[nH]1,9,13,0,0,0,57,0,-2,11
CCOC(=O)c1sc2ncn(/N=C/c3ccccn3)c(=O)c2c1C,-2,14,7,7,3,116,3,-7,9
COc1ccc(CNC(=O)CSc2nnnn2-c2ccccc2)cc1,11,0,-2,-1,3,90,-2,10,-2
CCn1ncc(Br)c1C(=O)Nc1cc(C(=O)OC)ccc1C(=O)OC,5,10,8,5,3,72,4,-3,9
COc1ccccc1NC(=O)CSc1ncn[nH]1,8,-21,7,7,6,106,7,14,-9
Cc1c(C(=O)Nc2cccc(C(F)(F)F)c2)oc2ccc(S(=O)(=O)N3CCOCC3)cc12,2,3,11,-3,2,92,2,13,2
CN(C)c1ccc(-c2noc(-c3ccccc3O)n2)cc1,1,9,-1,-2,0,67,4,-21,8

# For reference, 16 of the compounds above:
SMILES,CatS inh,C1s inh,PKA kinase inh,ROCK2 inh,CatB inh,Her2 expr inh,CatB mixtures,CatL block,CatG inh
O=C(CN1CCN(c2ccc(Cl)cc2)CC1)c1ccc2c(c1)OCO2,23,-9,-2,0,2,63,0,3,-3
O=c1oc2c(CN3CCCCCC3)c(O)ccc2cc1-c1nc2ccccc2[nH]1,-9,-47,5,-1,-8,59,-3,-142,-14
CCC(C(=O)N1CCN(c2cccc(Cl)c2)CC1)c1ccccc1 (stereo not given),5,3,-3,4,1,62,5,13,1
O=[n+]1c2c(n([O-])c3cc(F)c(F)cc31)CCCC2,-2,-5,8,7,0,115,4,-3,4
Cc1nc2ccc(S(=O)(=O)N(C)CC(=O)NCc3ccc4c(c3)OCO4)cc2s1,1,-5,10,5,3,100,0,3,6
Cc1ccc(S(=O)(=O)N2CCC(C(=O)N3CCC[C@H]3C(=O)NCc3ccccc3)CC2)cc1,-12,16,-9,-7,5,116,9,-3,13
CCOc1cc(CN2CCOCC2)cc(C(C)=O)c1,-3,-30,1,-6,-4,103,0,2,6
CCCCN1C(=O)c2ccc(C(=O)NC3=NCCS3)cc2C1=O,-5,-20,7,6,-2,76,4,4,-5
O=C(Nc1ccccc1)C1=C(O)CC(c2ccco2)CC1=Nc1ccccc1 (stereo not given),2,-5,7,5,3,65,9,0,11
CC(C)(C)c1cc(C(=O)O)c(CN2CCCCC2)o1,6,0,2,7,-3,75,8,7,1
CCOC(=O)C1=C(C)Nc2nc(SC)nn2C1c1ccc(C(=O)OC)cc1 (stereo not given),0,14,6,7,2,90,2,-6,10
Cc1nc(C)c(C(=O)C2=C(O)C(=O)N(CCN3CCOCC3)C2c2ccco2)s1 (stereo not given),-7,5,6,2,-1,75,9,1,7
COc1ccc(-c2cc(NCc3ccccn3)n3ncnc3n2)cc1,-1,12,-1,nt,6,95,5,nt,6
Cc1nnc2sc(-c3ccc(NC(=O)c4ccc(-c5ccc(Br)cc5)o4)cc3)nn12,-3,-9,2,-1,-3,145,0,-5,5
COc1ccccc1C(=O)Nc1ccc(C(=O)O)cc1,20,8,-2,2,4,106,4,12,14
Cc1nnc2sc(-c3ccncc3)nn12,2,8,6,12,-1,77,0,18,-3

# Other results follow:
SMILES,CatS inh,C1s inh,PKA kinase inh,ROCK2 inh,CatB inh,Her2 expr inh,CatB mixtures,CatL block,CatG inh
Cn1c(=O)c2c(nc(OCC3COC(C)(C)O3)n2Cc2ccccc2F)n(C)c1=O (stereo not given),-2,-4,-4,-3,1,94,-3,17,10
CCOC(=O)N1CCN(c2nc(C(F)(F)F)nc3c(C)cc(C)cc23)CC1,-7,-29,9,6,2,118,-3,5,-5
Cc1cccc(CCNC(=O)C2CCC(CNc3c(N4CCCC4)c(=O)c3=O)CC2)c1 (stereo not given),-7,-23,5,2,-1,94,0,-3,2
N#CC1=C(SCC(=O)Nc2ccccc2)NC(=O)CC1c1ccc(O)cc1 (stereo not given),6,10,10,8,-1,100,3,12,10
COC(=O)C1CCCN1C(C(=O)NC1CCCCC1)c1ccc(Cl)cc1 (stereo not given),21,-4,8,0,3,95,4,35,-5
Cc1cc2ncn(N)c2cc1C,4,17,5,1,5,195,4,-5,15
O=C(NCc1nc2ccccc2[nH]1)c1ccco1,-10,-7,-8,-4,4,88,-12,8,-14
COc1ccc(N2CCN(C(=O)CSc3ccccc3N)CC2)cc1,-1,8,12,6,2,96,4,-1,8
CSc1nnc2c3ccccc3n(Cc3ccccc3)c2n1,2,-5,-4,-6,0,62,-11,9,10
CC(C)OC(=O)CCCCCN1C(=O)CSC1=S,6,-25,-4,0,5,33,3,-1,-13
COc1ccccc1N1CCN(C(c2ccc(F)cc2)c2nnnn2C(C)C)CC1 (stereo not given),1,2,-4,2,5,105,0,5,1
Clc1ccccc1CNc1ncnc2nc[nH]c12,-3,-1,11,9,-1,98,0,6,-2
COc1cc(NC(=O)c2ccc(NS(=O)(=O)c3c(C)noc3C)cc2)cc(OC)c1,1,-3,10,4,7,102,3,7,8
CN1C(=O)NC2C1N(S(C)(=O)=O)CCN2S(C)(=O)=O (stereo not given),-13,-58,3,7,0,123,-3,-6,-2
O=C(CCC1CCCC1)NCc1ccccn1,-3,15,-2,-2,2,149,4,2,10
O=C(CSc1nc2ccccc2[nH]1)Nc1ccc(F)cc1,8,-1,-4,2,1,102,4,5,8
Cc1noc(C)c1COC(=O)CCCc1nc2ccccc2s1,3,9,5,4,6,113,5,3,7
COc1nc(-c2ccc(Cl)cc2)ccc1-c1noc(-c2ccncc2)n1,23,16,2,4,17,57,6,-21,10
COP(=O)(/C=C/c1ccccc1)C(O)c1ccc(F)cc1 (stereo not given),4,10,4,1,-1,85,2,26,12
COc1ccc(C(=O)COC(=O)CSCc2c(C)noc2C)cc1OC,-1,14,3,3,2,98,2,9,8
Cc1cc2c(cc(C(=O)OCC(=O)NCc3cccs3)n2C(C)C)o1,19,6,10,4,3,56,5,2,13
Cc1cc(C(=O)CSc2nncs2)c(C)n1-c1c(C)n(C)n(-c2ccccc2)c1=O,-3,3,3,15,-4,102,5,6,1
O=C(COc1ccccc1Cl)N1CCN(c2ncccn2)CC1,12,-2,8,7,10,170,2,1,-5
COC(=O)CN1C(=O)C2(C(C#N)=C(N)Oc3cc(C)oc(=O)c32)c2ccccc21 (stereo not given),5,-32,7,4,-4,87,5,5,-2
COc1c(C(=O)N2CCCC2)ccc2ccccc12,0,-34,0,3,-2,96,7,1,-1
# The list continues.
SMILES,CatS inh,C1s inh,PKA kinase inh,ROCK2 inh,CatB inh,Her2 expr inh,CatB mixtures,CatL block,CatG inh
CCn1c(COc2cccc(OC)c2)nnc1SCC(=O)Nc1cc(OC)ccc1OC,19,11,-1,2,2,48,6,14,10
O=C(CN1CCN(S(=O)(=O)c2cc(Cl)ccc2Cl)CC1)Nc1ccc2c(c1)OCCO2,14,3,-4,0,0,82,-1,17,-1
Cc1ccc(-c2noc(CSc3nc(N)cc(N)n3)n2)cc1,-5,-5,6,1,-1,77,3,-6,6
COCCNC(=O)c1sc2ncn(CC(=O)N3CCCCC3)c(=O)c2c1C,8,-2,-2,2,-3,72,4,7,1
C=CCc1c(C)[nH]c2ccc(C)cc2c1=O,22,-34,5,5,10,102,1,30,-9
CC(=O)NCC(=O)NC(C(=O)Nc1ccc2c(c1)OCCO2)c1ccc(C)cc1 (stereo not given),-4,1,9,16,3,83,2,-8,-3
CCCc1nc(Nc2nc3ccccc3o2)nc(C)c1C(=O)OCC,4,18,-6,0,2,85,6,-8,8
CC(NC(=O)Nc1ccc(F)cc1F)c1ccncc1 (stereo not given),2,4,2,1,2,101,1,-9,-4
COc1cccc(C2C(C(=O)c3ccco3)=C(O)C(=O)N2CCCN2CCOCC2)c1OC (stereo not given),-1,-9,1,3,2,94,-1,nt,-4
COc1ccc(C2C3=C(CC(C)(C)CC3=O)Oc3ncn(Cc4ccco4)c(=N)c32)cc1 (stereo not given),4,-10,0,4,2,89,1,10,10
CCCn1nc(NC(=O)CC(C)C)c2cc3ccccc3nc21,-8,-3,5,nt,6,155,2,-6,1
O=C(CCn1c(=S)[nH]c2cc3c(cc2c1=O)OCO3)NCCN1CCCC1,-1,16,8,nt,2,110,0,14,20
CC(=O)Nc1cccc(NC(=O)c2cc(C)on2)c1,17,15,-4,-1,3,112,9,1,10
Cc1cc(OC(=O)CNC(=O)OC(C)(C)C)c2c(C)cc(=O)oc2c1,-11,-22,9,2,1,81,-2,-4,5
CCOC(=O)NC1(C(F)(F)F)N=C(c2ccccc2)NC1=O (stereo not given),22,-4,11,12,1,109,-5,-3,10
CCOC(=O)c1sc(NC(=O)c2cccc(S(=O)(=O)N3CCN(C)CC3)c2)cc1C,-4,2,6,4,-1,80,2,2,0
Cc1cccc2c(=O)cc(C)n(CC(=O)N3CCOCC3)c12,-7,-31,8,2,1,134,-1,8,6
CN(C)CCCNc1c2c(c(C#N)c3nc4ccccc4n13)CCC2,-16,12,4,1,4,104,6,-12,7

# An excerpt. The share of hits here may be higher or lower than overall.
